# aSyn 5UTR inh: MLPCN primary screen, SNCA 5' untranslated region; alpha-synuclein 5'UTR reporter, inhibitor activity; inhibition, % (tested at 7.5 µM); 0.82% of 300,000 active; in the data active = inhibition above about 60%; inconclusive = no clear call, values can overlap the other calls;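 note: H4 neuroglioblastoma cells stably carrying SNCA 5'UTR luciferase fusion; 0% = DMSO wells and 100% = positive control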
# HSP90 inh: HSP90 refolding inhibition in rabbit reticulocyte lysate; luciferase refolding luminescence, 3 h; inhibition, % at 5.6 µM; 0.91% of 290,000 active; AID 1789;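 active = inhibition above the screen-wide mean plus 3 SD, computed separately per campaign, cut at about 16% in these data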;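 note: 0% = DMSO wells and 100% = 60 µM geldanamycin wells; inhibitors lower the luminescence because luciferase stays unfolded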
# HSF1 inh: HSF1 inhibition | NIH3T3-HGL HSE-luciferase, MG132-induced, luminescence 8 h; hits give low values | activity change, negative = inhibition, % at 7.5 µM (by protocol) | 0.77% of 300,000 active | AID 2098;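 active = more than half of replicate wells show activity change below -50%, luminescence cut by over half; inconclusive = some wells, but at most half, below -50%; inactive = no replicate well below -50%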;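 note: luciferase reports HSF-1 transcriptional activity via heat shock element; 0% = median of DMSO wells and -100% = zero luminescence signal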
# GSK3A inh: human GSK-3 alpha kinase inhibition; P49840; 0.1% of 320,000 active; ADP-Glo luminescence, 60 min; AID 2650; inhibition, % at 10 µM;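 in the data active = inhibition above about 50%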;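 note: GST-tagged GSK-3 alpha with peptide substrate and 25 µM ATP; 0% = DMSO neutral wells and 100% = GW8510 positive control wells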
# Target sequence (P49840 whole entry, looked up): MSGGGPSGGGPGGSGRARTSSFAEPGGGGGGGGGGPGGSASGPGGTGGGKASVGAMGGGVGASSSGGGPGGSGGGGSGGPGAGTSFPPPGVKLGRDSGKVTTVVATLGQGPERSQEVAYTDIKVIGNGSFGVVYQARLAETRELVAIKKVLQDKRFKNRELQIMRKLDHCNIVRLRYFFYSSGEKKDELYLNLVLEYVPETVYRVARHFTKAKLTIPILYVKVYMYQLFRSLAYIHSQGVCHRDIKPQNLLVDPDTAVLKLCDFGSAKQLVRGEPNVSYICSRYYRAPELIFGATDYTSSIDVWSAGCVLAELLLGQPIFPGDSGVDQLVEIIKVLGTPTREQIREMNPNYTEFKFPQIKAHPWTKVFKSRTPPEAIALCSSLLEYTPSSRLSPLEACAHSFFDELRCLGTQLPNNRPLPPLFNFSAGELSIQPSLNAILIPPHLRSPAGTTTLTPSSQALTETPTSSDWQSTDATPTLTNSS
# KLF5 inhibitor: suppresses KLF5 promoter-driven expression; DLD-1 KLF5 promoter-luciferase reporter, luminescence; inhibition, % at 5 µM; 0.23% of 290,000 active;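 active = inhibition above a per-plate limit of that plate's mean compound inhibition plus 3 SD, cut at about 60% in these data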;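 note: 0% = DMSO wells and 100% = LY294002 at 200 µM; higher means less KLF5 promoter-driven luciferase light; inactives centre near -14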
# AI-2 QS mod: modulators of Vibrio harveyi AI-2 quorum sensing system; Vibrio harveyi JMH597 AI-2 luminescence/OD600 ratio, 9 h; hits give low values; strain lacks LuxN and CqsS sensors; 0 = neutral-control median; activity change, % at 7.5 µM; 0.4% of 300,000 active; in the data active = activity change below about -75%, passing the limit was not always enough; inconclusive = no clear call, values can overlap the other calls;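 note: luminescence divided by OD600 gain over 9 h not by final OD600 alone; inactives centre near 13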
# HSF-1 act: increases HSF-1 driven luciferase reporter signal; 1.7% of 300,000 active; activation, % at 9 µM; NIH3T3-HGL HSF-1 luciferase reporter, MG132, 8 h; 100% = twice DMSO control signal;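 active = mean replicate activation of at least 50% with a set share of replicates each reaching 50%; inconclusive = only one of those two conditions met; inactive = mean below 50% and too few replicates reaching it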;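 note: 0% = median of the neutral control wells and 100% = twice that signal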
# IEC-6 tox: counter-screen for KLF5 inhibitors: cytotoxicity in IEC-6 cells | IEC-6 cytotoxicity, luminescence viability | inhibition, % at 5 µM | 0.78% of 290,000 active | AID 1825; in the data active = inhibition above about 22%;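 note: 0% = plate median of test compound wells and 100% = cytotoxic reference compound wells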
# HIF act: HIF pathway transcriptional activation; activation, % at 7.5 µM (by protocol); 0.32% of 300,000 active; U2OS HRE-luciferase reporter, luminescence; normalized: DMSO 0%, desferrioxamine 100%;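 active = mean activation of at least 10% of the iron chelator positive control signal, with at least half of replicates also reaching 10%; inconclusive = mean and replicate majority disagree about reaching 10%; inactive = mean and most replicates under 10%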
# GSK3B inh: inhibitors of human GSK3beta kinase. P49841. GST-GSK3beta kinase, ADP-Glo luminescence, 60 min; hits give low values. activity score (negative = inhibition), % at 10 µM. 0.038% of 300,000 active;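 active = more than half of replicate wells score below -50%, meaning over 50% inhibition versus plate controls; inconclusive = some replicates but at most half score below -50%; inactive = no replicate scores below -50%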;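 note: 0% = median DMSO wells and -100% = median GW8510 positive control wells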
# Target sequence (P49841 whole entry, looked up): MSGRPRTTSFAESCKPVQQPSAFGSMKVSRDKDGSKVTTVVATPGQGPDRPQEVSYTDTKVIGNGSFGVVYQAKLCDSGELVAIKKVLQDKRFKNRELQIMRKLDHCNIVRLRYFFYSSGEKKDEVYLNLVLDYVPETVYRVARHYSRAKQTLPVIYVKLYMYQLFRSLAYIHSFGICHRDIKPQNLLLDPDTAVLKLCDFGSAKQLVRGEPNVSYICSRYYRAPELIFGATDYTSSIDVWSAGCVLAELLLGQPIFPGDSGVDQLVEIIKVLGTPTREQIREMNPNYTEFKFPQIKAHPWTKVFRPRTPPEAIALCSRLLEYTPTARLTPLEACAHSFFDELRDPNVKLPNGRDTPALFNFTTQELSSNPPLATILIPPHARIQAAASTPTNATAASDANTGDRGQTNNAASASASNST
#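 Test system – GST-tagged human GSK3beta kinase, cell-free · Incubation – 60 min enzyme reaction, room temperature · Signal – ADP-Glo luminescence · Also added – peptide substrate and ATP at 25 µM · Controls – DMSO neutral wells and GW8510 at 20 µM as positive · Buffer or medium – Tris/MgCl2 kinase buffer · Measure – Luminescence-derived activity versus plate DMSO and GW8510 wells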
# Starred values were filed as active, the others as inactive; ? = inconclusive; / = no result given.
SMILES,aSyn 5UTR inh,HSP90 inh,HSF1 inh,GSK3A inh,KLF5 inhibitor,AI-2 QS mod,HSF-1 act,IEC-6 tox,HIF act,GSK3B inh
COc1ccc(/C=C2\SC(=O)N(CC(=O)Nc3ccc(F)cc3)C2=O)cc1O,-11,6,-39,8,12,27,-52,-2,-22,-1
COc1cc(NC(=O)COC(=O)C2CC2)c(C)cc1[N+](=O)[O-],16,-5,11,0,-15,9,-2,2,0.0,0
O=C(O)c1ccccc1C(=O)Nc1cc(C(F)(F)F)ccc1N1CCCC1,6,-2,0,-2,-18,8,-2,-1,-0.8,-1
Cc1ccc(-c2nnn(CC(=O)N(CC(=O)NCC3CCCO3)c3ccccc3)n2)o1 (stereo not drawn),-12,1,-6,-2,-17,34,1,-2,0.0,1
CC1=NN(c2ccc(S(=O)(=O)O)cc2Cl)C(=O)C1,7,5,4,0,18,5,1,-1,0.8,2
CCOC(=O)/C(=C\Nc1ccccc1C(F)(F)F)Sc1ncc(C(F)(F)F)cc1Cl,1,3,2,-1,-19,18,-14,-1,-0.5,2
COc1ccc(N2CCN(C(=O)CNS(=O)(=O)c3ccc(C)cc3)CC2)cc1,-3,-1,-5,0,-38,28,-1,-6,-0.4,-4
CCOC(=O)c1c(NC(=S)Nc2ccc(OC)cc2)sc2c1CCCCC2,-16,-3,13,1,-9,34,18,-6,0.3,3
Cc1ccc(S(=O)(=O)Nc2cc3c4c(c2)CCN4C(=O)CC3)cc1,1,/,35,8,/,21,58*,/,-33,0
Cc1ccc(S(=O)(=O)CCC(=O)c2cccc([N+](=O)[O-])c2)cc1,-11,-1,14,-1,-20,?,15,15,-0.2,-1
COc1ccc(-c2cc(-c3ccccc3)nc(SCC(=O)Nc3ncc(C)s3)c2C#N)cc1,5,-1,-12,-3,-9,10,2,5,0.3,0
COc1c(C)cc(C(=O)C2CCCN(C(=O)CCCn3cncn3)C2)cc1C (stereo not drawn),0,7,-1,-1,11,22,2,-1,-0.5,-1
CCCC1(C(=O)OCC)NC(c2ccco2)C2C(=O)N(C)C(=O)C21 (stereo not drawn),9,-8,-3,-1,-8,4,14,7,0.2,-1
CCCCn1c(CCNC(=O)c2cccs2)nc2ccccc21,-23,-1,2,-1,-10,16,3,1,-0.5,-4
CN(Cc1cc(=O)n2ccsc2n1)c1ccccc1,-11,1,2,/,-16,17,18,0,0.0,-1
Cc1cc(NS(=O)(=O)c2ccc(NC(=O)CCCC(=O)O)cc2)nc(C)n1,2,-5,3,2,-10,22,-3,-1,0.5,3
CC1CCN(S(=O)(=O)c2cccc(C(=O)NCC3CCCO3)c2)CC1 (stereo not drawn),8,2,-4,1,-16,18,1,0,0.3,-3
COCCn1cnc2c1c(=O)n(CC(=O)NC(=O)NC(C)(C)C)c(=O)n2Cc1ccccc1,20,-3,-3,-3,-18,10,4,1,-1.3,-2
CCCC(=O)NC(=S)Nc1c(C)cc(Br)cc1C,21,0,-11,-2,-13,5,-18,6,0.0,1
Cc1ccc(CNC(=O)Cn2ncn3cccc3c2=O)cc1,-40,3,9,-1,-92,12,13,1,0.9,0
N#Cc1c(NCCCO)nc(-c2ccco2)c2c1CCCC2,33,3,-2,-1,-24,20,17,2,-0.2,-3
Cc1ccc(-c2cc(C(=O)N3CCOCC3)no2)cc1,67*,62*,-6,1,41,27,20,-5,-3.6,0
O/N=C1\CCCc2c1nc(-c1ccccc1F)n2O,-6,-8,-2,4,-39,-2,-9,0,0.0,-1
Cc1cc(CN(C)Cc2c(C(=O)N3CCCCCCC3)nc3ccc(Cl)cn23)n[nH]1,2,-2,-45,-4,-11,7,-62,3,-0.2,-2
S=C(Nc1ccc2nsnc2c1)N1CCCC1,-133,11,41,12,-30,13,75*,-4,1.2,-7
CN1CCN2c3ncccc3Cc3ccccc3C2C1 (stereo not drawn),-4,/,-5,-3,/,7,-9,/,-0.6,-2
Cc1ccc(C(c2nnnn2C2CCCC2)N2c3ccccc3CC2C)cc1 (stereo not drawn),-59,-3,17,-2,18,33,28,7,0.6,-2
O=C(CCCC(=O)N1CCCC1)N1CCCC1,-22,4,0,-3,-27,16,6,-5,1.4,2
C=CCn1c(SCC(=O)c2c(N)n(CCC)c(=O)n(C)c2=O)nnc1-c1ccncc1,16,0,-1,-8,-11,37,-6,1,0.4,1
CN(Cc1ccccc1)C(=O)C1CCN(S(=O)(=O)c2cc([N+](=O)[O-])ccc2Cl)CC1,8,6,2,6,16,10,-11,7,-0.3,2

# Exported bar-delimited: entries from further up
canonical_smiles | aSyn 5UTR inh | HSP90 inh | HSF1 inh | GSK3A inh | KLF5 inhibitor | AI-2 QS mod | HSF-1 act | IEC-6 tox | HIF act | GSK3B inh
Cc1cc(CN(C)Cc2c(C(=O)N3CCCCCCC3)nc3ccc(Cl)cn23)n[nH]1 | 2 | -2 | -45 | -4 | -11 | 7 | -62 | 3 | -0.2 | -2
S=C(Nc1ccc2nsnc2c1)N1CCCC1 | -133 | 11 | 41 | 12 | -30 | 13 | 75* | -4 | 1.2 | -7

# Ordered by molar mass (largest number first): some entries from above
SMILES,aSyn 5UTR inh,HSP90 inh,HSF1 inh,GSK3A inh,KLF5 inhibitor,AI-2 QS mod,HSF-1 act,IEC-6 tox,HIF act,GSK3B inh
Cc1ccc(C(c2nnnn2C2CCCC2)N2c3ccccc3CC2C)cc1 (stereo not drawn),-59,-3,17,-2,18,33,28,7,0.6,-2
CC1CCN(S(=O)(=O)c2cccc(C(=O)NCC3CCCO3)c2)CC1 (stereo not drawn),8,2,-4,1,-16,18,1,0,0.3,-3
N#Cc1c(NCCCO)nc(-c2ccco2)c2c1CCCC2,33,3,-2,-1,-24,20,17,2,-0.2,-3

# (further entries)
SMILES,aSyn 5UTR inh,HSP90 inh,HSF1 inh,GSK3A inh,KLF5 inhibitor,AI-2 QS mod,HSF-1 act,IEC-6 tox,HIF act,GSK3B inh
COc1ccc(NC(=O)C2CCN(c3cnccn3)CC2)cc1Cl,11,-4,-4,-4,-15,-46,8,3,0.0,0
CCOC(=O)N1CCN(S(=O)(=O)c2ccc(C(=O)NNc3nc4cc(C)cc(C)c4s3)cc2)CC1,66*,0,-9,-3,11,102,-23,6,2.7,2
CCCc1nc(N2CCN(S(=O)(=O)c3ccc(Cl)cc3)CC2)c2c(C)c(C)sc2n1,/,2,/,-3,-7,2,/,0,/,2
CCOC(=O)c1c(NC(=O)CN(C)C2CCN(C)CC2)sc(C(=O)Nc2ccccc2)c1C,-49,3,-1,0,-35,5,4,9,2.0,-4
COc1ccc(C2OCC3(O)C(c4ccc(OC)c(OC)c4)OCC23)cc1OC (stereo not drawn),16,/,4,-2,/,15,2,/,-0.1,-1
COCCn1c(-c2cccs2)nc2nc3ccccc3nc21,37,-1,-5,-5,-15,3,-21,5,0.6,-2
Cc1oc(-c2cccc(Cl)c2)nc1CN1CCC(C(=O)NCc2cccnc2)CC1,-11,2,-6,0,-13,11,3,10,0.9,0
O=C1COc2ccc(C(=O)COC(=O)c3cccnc3Cl)cc2N1,4,0,-9,0,-6,5,-22,-2,-0.1,5
Cc1ccc(C(C)NC(=O)Cc2cccs2)c(C)c1 (stereo not drawn),-1,30*,-3,0,-21,10,-16,4,-0.7,2
COc1ccc(Cl)cc1-n1c(C)cc(C(=O)O)c1C,-2,4,-3,3,-17,2,-3,-7,-0.1,2
Cn1c(NCCCN2CCOCC2)nc2c1c(=O)n(Cc1ccc(Cl)cc1Cl)c(=O)n2C,32,-1,7,0,-3,11,12,1,-1.0,-3
Cc1ccc(-n2c(SCC(=O)N3CCCCC3)nc(O)c(Cc3ccccc3)c2=O)cc1,3,5,7,-4,-25,2,4,-1,0.0,2
CCOc1ccc(OCC(=O)N2CCOCC2)cc1,-21,-1,9,-5,-42,11,6,-2,0.1,1
CSCCC(NS(=O)(=O)c1cccs1)C(=O)NCc1ccccc1 (stereo not drawn),5,-3,-52*,-3,-27,-3,-57,-8,-0.2,4
COC(=O)CCCC1=CC2=C(c3ccccc3)C(=O)C(C)(OC(=O)C3CCCC3)C(=O)C2=CN1c1ccc(OC)cc1 (stereo not drawn),28,/,-89*,/,/,23,-91,/,0.5,0

# Grouped by structure: the entries above with a CF3 group
SMILES,aSyn 5UTR inh,HSP90 inh,HSF1 inh,GSK3A inh,KLF5 inhibitor,AI-2 QS mod,HSF-1 act,IEC-6 tox,HIF act,GSK3B inh
O=C(O)c1ccccc1C(=O)Nc1cc(C(F)(F)F)ccc1N1CCCC1,6,-2,0,-2,-18,8,-2,-1,-0.8,-1
CCOC(=O)/C(=C\Nc1ccccc1C(F)(F)F)Sc1ncc(C(F)(F)F)cc1Cl,1,3,2,-1,-19,18,-14,-1,-0.5,2

# Taken from above.
# aSyn 5UTR inh, Cc1oc(-c2cccc(Cl)c2)nc1CN1CCC(C(=O)NCc2cccnc2)CC1 : -11
# KLF5 inhibitor, COc1ccc(Cl)cc1-n1c(C)cc(C(=O)O)c1C : -17
# IEC-6 tox, CCOC(=O)c1c(NC(=O)CN(C)C2CCN(C)CC2)sc(C(=O)Nc2ccccc2)c1C : 9

# (next part)
SMILES,aSyn 5UTR inh,HSP90 inh,HSF1 inh,GSK3A inh,KLF5 inhibitor,AI-2 QS mod,HSF-1 act,IEC-6 tox,HIF act,GSK3B inh
C=CCSc1nc2sc3c(c2c(=O)n1CC=C)CCc1ccccc1-3,-19,-1,-5,-1,2,6,15,-6,0.5,2
CC(C)=CCc1cc([C@@H]2COc3c(ccc4c3C=CC(C)(C)O4)C2)c(O)cc1O,17,/,4,1,/,-13,3,/,0.0,0
COc1ccc(N2CCN(c3nc4ccc(C)cn4c(=O)c3C=O)CC2)cc1,-61,2,9,0,-6,10,23,-1,0.3,0
Cc1ccccc1NC(=O)c1ccccc1NC(=O)c1ccco1,8,-1,-4,-10,-4,10,-6,-1,1.0,-1
O=C(NC1CCCCC1)N1CCN(C(=O)c2ccco2)CC1,26,4,-1,1,-6,10,7,8,0.1,0
CCOC(=O)C(=CNc1cc(C)nn1-c1ccccc1)C(=O)OCC,6,1,-21,0,1,23,-24,6,0.4,0
COC(=O)c1cc(S(=O)(=O)N(Cc2ccccc2)C(C)(C)C)c[nH]1,-42,1,-2,1,15,36,9,0,-0.3,0
O=C(Cn1cc(C(F)(F)F)ccc1=O)Nc1cccc(S(=O)(=O)N2CCOCC2)c1,14,0,-1,-2,-1,25,-14,-13,-0.5,3
COCCNCCCCSc1ccc(Cl)cc1,-5,-3,4,-2,-12,3,6,-2,0.5,-3
N#C/C(=C\c1c(N(Cc2ccccc2)Cc2ccccc2)nc2ccccn2c1=O)C(N)=O,27,-1,-2,-2,-17,14,-1,1,-1.0,-1
CCOc1ccc(/C=N/NC(=O)C(C)N(c2ccc(OC)cc2)S(C)(=O)=O)cc1 (stereo not drawn),2,0,25,-1,9,5,64*,-8,-0.4,-2
COC(=O)C(c1cc(OC)c(O)c(OC)c1)(N1CCNC(C)C1)C(F)(F)F (stereo not drawn),-7,4,-3,1,-29,35,31,0,-0.5,-4

# Hits appear at their usual frequency; overall some 4.7% were active at least once.
